CHO parental Ca – counter-screen for OX1R antagonists: effect in parental CHO cells | parental CHO-K1, ATP-induced calcium, Fluo-8 fluorescence | inhibition, % at 5.6 µM | actives 0.63% (n = 330,000);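 active means inhibition above that plate's mean sample inhibition plus 3 SD, cut at about 26% in these data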;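 further: 0% = ATP-challenged DMSO wells and 100% = DMSO wells without ATP; some compounds past the cut are filed as inactive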
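Test system: parental CHO cells; detection: calcium-sensitive Fluo-8 fluorescence; evaluation: percent inhibition of calcium signal; also added: ATP as calcium-mobilizing challenge; repeats: one well per compound; control set: ATP-challenged DMSO wells low, unchallenged DMSO wells high; compound: single nominal dose of 5.6 µM per compound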
TAAR1 agonist – agonists of human TAAR1; actives 0.99% (n = 360,000); Q96RJ0; activation, % at 3 µM; AID 624467; CHO RD-HGA16 TAAR1, Fluo-8 calcium fluorescence; vehicle wells 0%, saturating PEA agonist 100%;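 active means activation above the mean activation of all test compounds in the run plus 3 SD, cut at about 38% in these data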
Target sequence (Q96RJ0 whole entry, looked up): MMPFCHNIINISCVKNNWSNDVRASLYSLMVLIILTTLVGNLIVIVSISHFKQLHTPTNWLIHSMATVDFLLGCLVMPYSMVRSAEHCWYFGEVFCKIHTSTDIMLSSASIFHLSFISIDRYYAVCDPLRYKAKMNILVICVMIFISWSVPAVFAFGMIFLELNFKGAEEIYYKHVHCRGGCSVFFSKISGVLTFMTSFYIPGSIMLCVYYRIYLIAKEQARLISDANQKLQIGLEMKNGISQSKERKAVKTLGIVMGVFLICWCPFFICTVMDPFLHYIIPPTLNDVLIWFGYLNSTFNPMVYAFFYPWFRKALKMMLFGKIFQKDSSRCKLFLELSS
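System: CHO RD-HGA16 cells carrying human TAAR1 plus Gα16; Incubation: 17-24 h seeding, 75 min 37 °C dye, 30 min RT; Measured by: Fluo-8 fluorescence, 5 s baseline then 140 s kinetic read; Control set: DMSO and PEA EC100; Replication: single well for each compound.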
CHRM1 PAM – potentiates human M1 receptor response to acetylcholine; actives 0.088% (n = 360,000); CHO-K1 hM1, Fluo-8 calcium fluorescence, ACh EC20; 0% = ACh EC20, 100% = maximal ACh; activation, % at 3 µM; in the data active means activation above about 19%, passing the limit was not always enough
Target sequence (P11229 whole entry, looked up): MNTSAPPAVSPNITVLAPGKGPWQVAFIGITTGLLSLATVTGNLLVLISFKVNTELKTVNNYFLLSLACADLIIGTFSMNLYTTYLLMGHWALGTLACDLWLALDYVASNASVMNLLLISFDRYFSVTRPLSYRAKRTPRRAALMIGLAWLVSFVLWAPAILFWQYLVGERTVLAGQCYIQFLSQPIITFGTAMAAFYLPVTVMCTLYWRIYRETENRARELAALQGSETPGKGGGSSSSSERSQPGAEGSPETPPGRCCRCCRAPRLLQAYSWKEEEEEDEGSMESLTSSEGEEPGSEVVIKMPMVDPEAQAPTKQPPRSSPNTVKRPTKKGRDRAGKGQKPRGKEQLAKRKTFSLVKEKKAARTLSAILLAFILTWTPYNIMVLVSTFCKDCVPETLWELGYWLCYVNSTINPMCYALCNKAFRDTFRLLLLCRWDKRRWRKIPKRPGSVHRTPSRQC
TAAR1 antagonist – human TAAR1 antagonism; inhibition, % at 3 µM; actives 1.5% (n = 360,000); Q96RJ0; CHO RD-HGA16 TAAR1, Fluo-8 calcium fluorescence, antagonist;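 active means inhibition above a per-plate cutoff, the mean inhibition of test compounds on that plate plus 3 SD, cut at about 49% in these data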;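 further: 0% = DMSO plus EC80 beta-PEA response and 100% = DMSO alone without agonist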
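Test system – hTAAR1-expressing CHO RD-HGA16 cells, Gα16-coupled · Also added – β-PEA at EC80 concentration, post-compound challenge · Compound – 3 µM, single point · Incubation – dye loading 75 min at 37 °C, then 30 min room temperature · Measured by – Fluo-8 intracellular calcium dye fluorescence, real-time kinetic reads · Benchmarks – vehicle and agonist controls · Replicates – singlicate, one well per test compound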
CHO-K1 Ca PAM – M1 PAM counterscreen hit in parental CHO-K1 cells; ATP EC20, Fluo-8 calcium fluorescence; 0% at ATP EC20, 100% at ATP max; activation, % at 3 µM; actives 0.02% (n = 360,000); AID 602247;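 active means activation above the run cutoff, the mean activation of all test compounds plus 3 SD, cut at about 40% in these data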;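 further: peak over basal fluorescence ratio in a 140 s read after ATP addition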
CHRM1 agonist – agonists of human M1 muscarinic receptor | P11229 | CHO-K1 hM1, Fluo-8 calcium fluorescence, agonist mode; 0% DMSO, 100% acetylcholine EC100 | activation, % at 3 µM | actives 0.33% (n = 360,000);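 active means activation above the run's mean compound activation plus 3 SD, cut at about 16% in these data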;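 further: peak over basal fluorescence ratio within a 140 s kinetic read after compound addition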
M1 ag parental – counter-screen for M1 agonists: effect in parental CHO-K1 cells | AID 602248 | actives 0.48% (n = 360,000) | Fluo-8 calcium fluorescence; scaled to maximal ATP response, vehicle zero | activation, % at 3 µM; in the data active means activation above about 15%;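 further: untransfected CHO-K1 host cells lacking M1 receptor as counterscreen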
CHO-K1 Ca antag – counter-screen for M1 antagonists: effect in parental CHO-K1 cells; inhibition, % at 3 µM; ATP-induced calcium, Fluo-8 fluorescence; actives 0.6% (n = 360,000);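 active means inhibition above a per-plate cutoff, the plate's mean sample inhibition plus 3 SD, cut at about 24% in these data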;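 further: 0% = DMSO plus EC80 ATP and 100% = DMSO alone without ATP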
CHRM1 antagonist – human CHRM1 antagonism | AID 588852 | P11229 | CHO-K1 hM1, Fluo-8 calcium fluorescence, ACh EC80 antagonist | actives 1.3% (n = 360,000) | inhibition, % at 3 µM;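 active means percent inhibition above its own plate's cutoff, namely the mean of that plate's compound wells plus 3 SD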;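 further: peak over basal fluorescence ratio during 140 s after agonist addition; 0% = ACh EC80 plus DMSO and 100% = DMSO alone without agonist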
* hit, by the source's call; . = no result given.

entry | SMILES | CHRM1 PAM | CHRM1 agonist | CHRM1 antagonist | CHO parental Ca | TAAR1 antagonist
1 | O=C(CN1C(=O)CCOc2ccccc21)Nc1cccc(S(=O)(=O)N2CCOCC2)c1 | -5.1 | -2.1 | 12.9 | -17.3 | 0.2
2 | CCn1c(C)c(C)c2cc(C(=O)NCCCN3CCOCC3)ccc21 | 3.2 | -4.5 | -5.4 | -10.0 | -6.1
3 | CCCCCC(=O)Nc1cccc(C2=NOC3(C2)C[C@@H](C(N)=O)N(C(=O)c2ccc(Cl)cc2)C3)c1 (stereo not given in full) | 6.8 | -6.7 | -11.8 | -18.7 | 19.1
4 | O=C(NCCCn1ccnc1)c1ccc(Cl)c(S(=O)(=O)N2CCOCC2)c1 | 22.6 | -7.3 | -39.0 | -1.8 | -2.8
5 | O=C(Nc1ccc2oc(=O)c(C(=O)O)cc2c1)Oc1ccccc1 | 10.4 | -1.4 | -13.4 | . | 10.6
6 | CCN(CC(=O)Nc1c(F)cccc1F)C(=O)c1ccc(OCc2c(C)noc2C)cc1 | 5.2 | -3.5 | -9.3 | -12.5 | 9.1
7 | COC(=O)c1scc(C)c1NC(=O)c1ccc(Cl)cc1 | 10.0 | -4.3 | -11.9 | -19.4 | .
8 | CCOc1ccccc1N(CC(=O)N1CCOCC1)S(=O)(=O)c1ccccc1 | 4.5 | -4.6 | -3.6 | -2.7 | -3.4
9 | O=C(O)CCCCCCCCCC(=O)c1cccs1 | -2.1 | -0.5 | 11.2 | 0.2 | -16.4
10 | CCNc1nc(N2CCCCC2)nc(-n2nnc(C(=O)OCC)c2C)n1 | 3.8 | -3.6 | -5.8 | -13.7 | -3.4

entry | CHO-K1 Ca antag | M1 ag parental | CHO-K1 Ca PAM | TAAR1 agonist
1 | 5.0 | 0.7 | -13.3 | 3.1
2 | -18.6 | 1.2 | 21.3 | -0.2
3 | -14.4 | 0.7 | 27.3 | 4.0
4 | -6.8 | 0.3 | -4.8 | 9.9
5 | -4.9 | 2.0 | 22.5 | 0.8
6 | -17.7 | 1.4 | 17.9 | -1.8
7 | -9.1 | 0.3 | 10.3 | .
8 | -14.6 | 0.6 | 18.5 | 8.6
9 | -5.6 | 1.8 | 6.6 | 8.7
10 | -9.2 | 1.3 | 24.3 | 8.5

Nos. 9 to 10, reprinted for reference:
entry | SMILES | CHRM1 PAM | CHRM1 agonist | CHRM1 antagonist | CHO parental Ca | TAAR1 antagonist
9 | O=C(O)CCCCCCCCCC(=O)c1cccs1 | -2.1 | -0.5 | 11.2 | 0.2 | -16.4
10 | CCNc1nc(N2CCCCC2)nc(-n2nnc(C(=O)OCC)c2C)n1 | 3.8 | -3.6 | -5.8 | -13.7 | -3.4

entry | CHO-K1 Ca antag | M1 ag parental | CHO-K1 Ca PAM | TAAR1 agonist
9 | -5.6 | 1.8 | 6.6 | 8.7
10 | -9.2 | 1.3 | 24.3 | 8.5

Returning to the listing with the 2 entries that preceded the break.
entry | SMILES | CHRM1 PAM | CHRM1 agonist | CHRM1 antagonist | CHO parental Ca | TAAR1 antagonist
9 | O=C(O)CCCCCCCCCC(=O)c1cccs1 | -2.1 | -0.5 | 11.2 | 0.2 | -16.4
10 | CCNc1nc(N2CCCCC2)nc(-n2nnc(C(=O)OCC)c2C)n1 | 3.8 | -3.6 | -5.8 | -13.7 | -3.4
11 | Cn1ncc2c1ncn1nc(CCc3ccccc3)nc21 | 9.0 | -2.3 | -14.1 | 2.2 | 10.0
12 | COc1cc(OC)c(-c2sc(Nc3ccccc3)n[n+]2-c2ccc(F)cc2)cc1OC | 3.6 | -3.5 | 3.4 | 2.1 | -16.6
13 | COc1cc(CCC(=O)Nc2cc(Cl)ccc2N2CCN(C)CC2)cc(OC)c1OC | -5.5 | -8.5 | -7.0 | -12.2 | -4.4
14 | COC(=O)c1ccsc1NC(=O)CN1CCN(c2ncccn2)CC1 | 17.9 | 2.1 | -6.3 | -7.3 | 18.6
15 | COc1cc(C(=O)Nc2nncs2)cc(OC)c1OC | 10.6 | -1.5 | -2.7 | -1.6 | -13.2
16 | Cc1oc(C)c2c(=O)ccc3c(c12)OC(N)=C(C#N)C3c1ccccc1 (stereo not given) | 0.1 | 5.0 | -11.1 | 10.2 | 2.1
17 | Cc1csc(NC(=O)C2CCCN(S(=O)(=O)c3ccc(Br)s3)C2)n1 (stereo not given) | 1.8 | -3.2 | -4.5 | -3.4 | 28.6
18 | CCC(=O)N1CCC1(C)C(=O)Nc1ccc2scnc2c1 (stereo not given) | 3.5 | -3.2 | -5.6 | . | -7.0
19 | CCN(C[C@H]1N[C@@](Cc2ccccc2)(C(=O)OC)[C@H]2C(=O)N(Cc3ccccc3)C(=O)[C@@H]12)C(=O)COC | 14.8 | -2.8 | -18.4 | -21.8 | -13.3
20 | Cc1ccc(S(=O)(=O)N(CC#N)CC#N)cc1 | 9.9 | -8.2 | -4.5 | -10.6 | -13.1

entry | CHO-K1 Ca antag | M1 ag parental | CHO-K1 Ca PAM | TAAR1 agonist
9 | -5.6 | 1.8 | 6.6 | 8.7
10 | -9.2 | 1.3 | 24.3 | 8.5
11 | -8.1 | 0.3 | 2.0 | 0.7
12 | -6.9 | -0.2 | 6.4 | 2.6
13 | -5.5 | 0.3 | -17.6 | 5.5
14 | 25.0* | 0.3 | -21.6 | 9.8
15 | -18.1 | 1.7 | 17.6 | 5.5
16 | -4.5 | 2.0 | 13.1 | 16.9
17 | -13.8 | 0.1 | -1.8 | 8.6
18 | -2.5 | 1.3 | 13.0 | 4.3
19 | -7.1 | 0.8 | 21.8 | 3.0
20 | -5.7 | 0.3 | 5.6 | 5.8

Further results follow.
entry | SMILES | CHRM1 PAM | CHRM1 agonist | CHRM1 antagonist | CHO parental Ca | TAAR1 antagonist
21 | CCOC(=O)c1c(C)nc2c(C#N)cnn2c1C | 10.8 | -3.2 | -11.1 | -6.3 | 0.3
22 | COc1ccc(C(=O)NC2CCCCCC2)cc1S(=O)(=O)N1CCCC1 | 8.3 | 0.9 | -5.3 | -1.8 | -3.8
23 | CCOC(=O)[C@H]1[C@H]2COc3cc(OC)ccc3[C@@H]2N2C(=O)CN(Cc3ccc(Cl)cc3)C(=O)[C@@]12C | 1.5 | -2.8 | -8.3 | -21.2 | 16.3
24 | CCc1ccc(NC(=O)C2CCCCC2C(=O)O)cc1 (stereo not given) | 4.2 | -5.7 | -7.7 | -9.0 | 14.1
25 | COCCCNc1ncnc2nc[nH]c12 | 1.9 | 9.0 | -8.1 | -3.2 | 0.0
26 | Cc1sc(NC(=O)CSc2n[nH]c(N)n2)c(C#N)c1C | 11.6 | -2.8 | -6.6 | . | 0.5
27 | COc1ccc(C=O)cc1CSc1ccccn1 | 4.1 | -5.5 | -4.2 | -27.1 | -23.5
28 | Nc1ncnc2c1ccn2[C@H]1CN(Cc2ccc(Cl)cc2)C[C@@H](CO)O1 | 11.0 | 5.0 | -11.1 | . | -1.3
29 | COc1ccc(/C=C/C(=O)c2cc3cccc(OC)c3oc2=O)cc1 | 6.8 | -5.0 | -2.6 | -8.4 | -31.2
30 | Cc1nn(C)cc1C(N)=O | 1.4 | -3.5 | -11.5 | -9.5 | -2.2

entry | CHO-K1 Ca antag | M1 ag parental | CHO-K1 Ca PAM | TAAR1 agonist
21 | -7.6 | -0.2 | 10.7 | 5.8
22 | -9.6 | 1.4 | 18.5 | 2.8
23 | -7.6 | 0.1 | -6.0 | 4.3
24 | -7.4 | 0.3 | 22.2 | 5.2
25 | -5.8 | 0.8 | 5.1 | 1.9
26 | 1.2 | 0.3 | -20.0 | 12.5
27 | -6.7 | -0.5 | 10.0 | -1.3
28 | 16.4 | 5.2 | 10.5 | 3.0
29 | -9.5 | 1.3 | 16.6 | -0.1
30 | -0.1 | 0.4 | 15.2 | 7.9

Going on with the list:
entry | SMILES | CHRM1 PAM | CHRM1 agonist | CHRM1 antagonist | CHO parental Ca | TAAR1 antagonist
31 | COc1ccc(-n2nc(C(=O)NCC(=O)NCCN(C)C)c3ccccc3c2=O)c(OC)c1 | 10.8 | -3.9 | -18.0 | 1.9 | -12.1
32 | CCOc1ccc(CN2C(=O)CCC2(C)C(=O)NCc2cccnc2)cc1 (stereo not given) | 7.6 | -4.0 | -12.2 | -4.7 | 12.6
33 | Cc1ccnc(NC(=O)Cn2c(=O)oc3cc(S(=O)(=O)N4CCCC4)ccc32)c1 | 4.6 | 0.3 | -8.8 | -9.2 | 15.8
34 | CC(OC(=O)CCN=C1NS(=O)(=O)c2ccccc21)C(=O)Nc1ccccc1F (stereo not given) | 4.3 | -1.9 | -5.7 | -0.1 | -23.7
35 | COc1ccc(NCC(=O)Nc2ccc(C#N)cc2)cc1Cl | -7.8 | 3.1 | 8.7 | 11.2 | 27.7
36 | CC1Sc2ccc(S(=O)(=O)CCC(=O)NCc3ccc(Cl)cc3)cc2NC1=O (stereo not given) | -10.6 | -1.5 | 7.2 | -5.8 | -2.1
37 | O=C(c1cccc([N+](=O)[O-])c1)N1CCc2ccccc21 | 9.6 | -8.7 | -18.1 | -10.2 | -25.0
38 | COc1ccc(S(=O)(=O)N2CCc3ccccc32)cc1C(=O)OCc1c(C)noc1C | 1.1 | -5.9 | -2.6 | -13.5 | 3.0
39 | Cc1ccc(Nc2nc(N)nc(CCl)n2)cc1 | 6.7 | -2.3 | -11.4 | -2.7 | -33.6
40 | O=C(c1cccnc1)N1CCN(C(=O)c2ccccc2F)CC1 | -3.5 | -2.3 | 9.7 | -4.7 | -3.8

entry | CHO-K1 Ca antag | M1 ag parental | CHO-K1 Ca PAM | TAAR1 agonist
31 | -11.2 | 0.4 | -8.3 | 11.3
32 | -2.7 | 3.7 | 17.0 | 7.5
33 | -7.7 | 0.8 | 20.2 | 1.9
34 | -8.9 | 0.7 | 20.0 | 1.7
35 | 19.5 | 7.1 | 2.6 | 16.8
36 | -8.7 | 8.3 | 2.4 | 5.6
37 | -15.4 | -0.2 | 21.1 | -0.8
38 | -2.5 | 2.4 | 13.0 | 2.8
39 | 0.1 | -0.5 | -1.3 | 0.5
40 | -4.3 | 0.3 | -11.8 | 2.7

(more compounds)
entry | SMILES | CHRM1 PAM | CHRM1 agonist | CHRM1 antagonist | CHO parental Ca | TAAR1 antagonist
41 | COc1cccc(C(O)c2nc(/C=C/c3ccccc3)cs2)c1 (stereo not given) | 12.9 | -0.2 | -12.5 | . | 6.6
42 | COc1cccc(C(=O)Nc2ccc(N3CCN(C(=O)c4cccs4)CC3)cc2)c1 | 10.2 | -0.3 | -12.1 | -2.2 | 9.9
43 | CCC(CC)NC(=O)c1ccc2c(c1)OCCO2 | -0.3 | -4.4 | 17.4 | -6.0 | 4.2
44 | Cc1ccc(CCNC(=O)C2CCN(C(=O)c3sccc3-n3cccc3)CC2)cc1 | 4.6 | 1.3 | -0.3 | -15.2 | -0.3

entry | CHO-K1 Ca antag | M1 ag parental | CHO-K1 Ca PAM | TAAR1 agonist
41 | 11.6 | 0.6 | 4.7 | 2.5
42 | -11.3 | 5.9 | 15.0 | 7.6
43 | 10.7 | -0.3 | 2.8 | 8.2
44 | -6.2 | 3.9 | 11.5 | 10.0
